TrxR1 substrate: rat thioredoxin reductase 1 substrate activity. O89049. purified TrxR1 substrate turnover, NADPH consumption readout. Potency, µM (doses to about 114 µM), without a hit: at the top dose activity change, negative = substrate turnover. 390,000 compounds, 0.01% hits. AID 588456; also: potency is read from the fitted curve at half-maximal effect; % is scaled to controls: 0 for no effect and ±100 for the full control effect; nearly all actives have a fitted effect of over 50% in size
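Rat TrxR1, dispensed at 90 nM, was prereduced with 400 uM NADPH (final) for 5 min at ~22 deg C, then incubated with compound 15 min before 400 uM selenite. A first-read NADPH fluorescence drop versus no-compound background flagged substrates.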
PI4K2A inh: blocks human PI4K2A kinase activity | Q9BTU6 | purified PI4K2A, ADP-Glo luminescence, 1 h; hits give low values | activity change, negative = inhibition, % at 76.9 µM | 420,000 compounds, 0.13% hits; in the data active = activity change below about -50%; inconclusive = mostly about -30% to -49%;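 also: -100% = wells without enzyme as full effect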
Target sequence (Q9BTU6 whole entry, looked up): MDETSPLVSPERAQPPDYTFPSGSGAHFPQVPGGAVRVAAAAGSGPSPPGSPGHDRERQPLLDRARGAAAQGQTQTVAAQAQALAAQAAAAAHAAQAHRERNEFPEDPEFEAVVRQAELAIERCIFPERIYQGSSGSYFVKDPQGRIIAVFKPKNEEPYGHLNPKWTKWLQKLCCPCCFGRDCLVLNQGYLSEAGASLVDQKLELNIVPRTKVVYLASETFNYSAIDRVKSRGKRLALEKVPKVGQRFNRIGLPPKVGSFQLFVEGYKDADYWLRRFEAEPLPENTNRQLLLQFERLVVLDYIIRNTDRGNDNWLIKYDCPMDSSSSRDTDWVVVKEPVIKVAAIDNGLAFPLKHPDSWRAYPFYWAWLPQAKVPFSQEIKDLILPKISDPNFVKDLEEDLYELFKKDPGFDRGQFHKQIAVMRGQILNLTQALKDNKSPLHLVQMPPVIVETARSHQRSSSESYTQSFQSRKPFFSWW
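ADP-Glo luminescence measured ADP generated by PI4K2A enzyme (4 ug/mL before mixing) with 1.2 mM PI substrate (pre-mix) and 300 microM ATP (pre-mix). Tris pH7.5 buffer with MgCl2, Triton X-100; 1 h reaction at ambient temperature.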
TrxR1 inh: rat TrxR1 inhibition. recombinant rTrxR1, NADPH fluorescence consumption, selenite substrate. O89049. Potency, µM (titrated, usually from 114 µM), without a hit: at the top dose activity change, negative = inhibition, usual class: inhibitors. AID 588453. 390,000 compounds, 1% hits; also: potency is read from the fitted curve at half-maximal effect; % is scaled to controls: 0 for no effect and ±100 for the full control effect; nearly all actives have a fitted effect of over 65% in size
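Rat TrxR1 (90 nM in the dispensed reagent) was pre-reduced with 400 uM NADPH for 5 min at room temperature, then incubated with compound for 15 min. After 400 uM selenite was added, NADPH fluorescence (Ex 340/Em 450 nm) was followed for 8 min.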
HP1b binding inh: blocks HP1-beta chromodomain binding to methylated histone tails; P83916; AlphaScreen HP1-beta / biotin-H3K9me3 peptide binding; Potency, µM (titrated, usually from 114 µM), for the others: top-dose activity change, negative = inhibition, actives largely listed as inhibitors; 390,000 compounds, 0.56% hits; also: potency is read from the fitted curve at half-maximal effect; nearly all actives have a fitted effect of over 70% in size; inactives centre near 23
Target sequence (P83916 whole entry, looked up): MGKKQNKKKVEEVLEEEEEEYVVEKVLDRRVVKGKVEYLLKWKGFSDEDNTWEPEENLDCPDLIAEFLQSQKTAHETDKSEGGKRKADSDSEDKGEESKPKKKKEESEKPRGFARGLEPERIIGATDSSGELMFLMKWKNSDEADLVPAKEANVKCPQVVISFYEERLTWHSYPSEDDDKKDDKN
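HP1-beta protein (50 nM final) preincubated 30 min at room temperature with biotinylated H3(1-18)K9me3 peptide (50 nM) in PBS pH 7.4, 0.01% Tween-20, then compound added for 30 min. AlphaScreen streptavidin donor/nickel chelate acceptor beads (10 ug/mL final), 30 min dark, luminescence read.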
mIDH1 inhibitor: blocks human mutant IDH1 R132H enzyme; O75874; IDH1-R132H enzyme, NADPH consumption, diaphorase/resazurin fluorescence; Potency, µM (series often up to 76.6 µM), inactives show at the top dose activity change, negative = inhibition, hits mostly inhibitors; 390,000 compounds, 0.093% hits; also: potency is read from the fitted curve at half-maximal effect; % is scaled to controls: 0 for no effect and ±100 for the full control effect; nearly all actives have a fitted effect of over 65% in size
Target sequence (O75874 whole entry R132H, stated change not applied): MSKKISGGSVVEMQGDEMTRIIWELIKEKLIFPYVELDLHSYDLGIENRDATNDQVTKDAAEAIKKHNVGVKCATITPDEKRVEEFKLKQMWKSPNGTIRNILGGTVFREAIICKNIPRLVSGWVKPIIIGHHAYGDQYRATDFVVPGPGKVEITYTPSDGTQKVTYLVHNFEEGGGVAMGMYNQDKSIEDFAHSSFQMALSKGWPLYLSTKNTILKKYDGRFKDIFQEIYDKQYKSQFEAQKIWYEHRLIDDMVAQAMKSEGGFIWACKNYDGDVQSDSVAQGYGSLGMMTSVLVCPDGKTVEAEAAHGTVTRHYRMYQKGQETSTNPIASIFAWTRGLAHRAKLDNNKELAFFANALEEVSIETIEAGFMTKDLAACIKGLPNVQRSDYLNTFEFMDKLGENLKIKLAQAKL
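IDH1-R132H (0.5 ug/mL) preincubated 30 min with compound, then NADPH (0.016 mM) and alpha-KG (2 mM) added; 80 min at RT, pH 7.5. Remaining NADPH coupled via diaphorase/resazurin to fluorescence (540/590 nm); concentration-response curves normalized to no-enzyme control.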
PGK inhibitor: inhibitors of T. brucei phosphoglycerate kinase | PGK/GAPDH coupled, Kinase-Glo luminescence, 60 min | Potency, µM (titrated, usually from 57.5 µM), for the others: at the top dose activity change, negative = inhibition, hits mostly inhibitors | 380,000 compounds, 0.043% hits | AID 602233; also: potency is read from the fitted curve at half-maximal effect; % is scaled to controls: 0 for no effect and ±100 for the full control effect; nearly all actives have a fitted effect of over 60% in size
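Recombinant glycosomal PGK reaction used 1,3-bisphosphoglycerate generated in-well by GAPDH (100nM final) in 100mM TEA pH 7.6, 5mM MgCl2, 0.01% Tween-20. After 60 minutes at room temperature, ATP was read by Kinase-Glo Plus luminescence end-point.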
Pin1 inh: inhibitors of human Pin1. Pin1 FP peptide displacement, HiFluor488, 10 min. Potency, µM (series often up to 115 µM), inactives show at the top dose activity, negative = inhibition, actives largely listed as inhibitors. Q13526. 390,000 compounds, 0.009% hits. AID 504891; active = well fitted inhibition curve with a large enough effect in the polarisation, with a control signal flat, not every such curve was filed as active; inconclusive = small, poorly fitted or top-dose-only effect, or effect the other way, or a change in a side signal; inactive = no such curve, though single readings can be large or run the other way; the % refers to the polarisation; also: potency is read from the fitted curve at half-maximal effect; % is scaled to controls: 0 for no effect and ±100 for the full control effect
GLS inh: blocks human kidney-isoform glutaminase activity; 410,000 compounds, 0.21% hits; GLS enzymatic activity, qHTS titration; AID 624170; O94925; Potency, µM (highest dose often 45.5 µM), inactives show at the highest dose activity change, negative = inhibition, most hits filed as inhibitors; also: potency is read from the fitted curve at half-maximal effect; % is scaled to controls: 0 for no effect and ±100 for the full control effect
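Human kidney-isoform GLS in 45 mM KH2PO4 pH 8.2, 0.02% Tween-20, with compound, started with 1mM L-Glutamine (added stock). Glutamate oxidase/HRP/Amplex red coupled fluorescence read at start and after 30 min at RT.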
USP1-UAF1 inh: blocks the human USP1/UAF1 deubiquitinase complex | recombinant USP1/UAF1, Ub-Rhodamine cleavage fluorescence | Potency, µM (series often up to 57.1 µM), inactives show at the highest dose activity change, negative = inhibition, usual class: inhibitors | 390,000 compounds, 0.23% hits; also: potency is read from the fitted curve at half-maximal effect; % is scaled to controls: 0 for no effect and ±100 for the full control effect; nearly all actives have a fitted effect of over 60% in size; inactives centre near -12
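USP1/UAF1 complex at 1 nM was preincubated with compound for 15 min at room temperature, then Ub-Rho substrate (150nM final) was added. Fluorescence (480/540 nm) was read kinetically, 6 reads every 60 seconds.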
The depositor's hits bear a star; i = inactive; ? = inconclusive; . = not tested or not shown; [ ] = remark or other dose. Unless noted, calls follow the shape of the dose curve; as a rule, active = well fitted curve in the direction sought with a large enough effect; inconclusive = small, poorly fitted or top-dose-only effect, or another doubt; inactive = no such curve, though single readings can be large; an effect the other way counts as inactive or inconclusive. Only part of the results is shown; count on the stated rates, not on these rows.

SMILES	TrxR1 substrate	PI4K2A inh	TrxR1 inh	HP1b binding inh	mIDH1 inhibitor	PGK inhibitor	Pin1 inh	GLS inh	USP1-UAF1 inh
Cc1ccc(/C(N)=N/OC(=O)CCc2ccccc2)cc1	1%	-2	4%	137%[activator]	2%	.	6%	7%	-10%
O=C(Nc1ccon1)c1csc2c1CCCC2	1%	-1	-10%	32%[activator]	11%	i	0%	-1%	-7%
COc1ccc(CNc2ccc(C)cc2)cc1Br	-8%	3	-5%	?	5%	-1%	?	-25%	?
Cc1cc(C)nc(SCc2cc(=O)c(OC(=O)c3ccco3)co2)n1	14%	9	21%	72%[activator]	9%	i	1%	2%	-17%
O=C(c1ccc(OC2CCN(C/C=C/c3ccc(F)cc3)CC2)cc1)N1CCCC1	3%	-3	24%	12%	-6%	-9%	0%	-1%	-13%
Cc1nc(C)c(C(=O)Nc2ncc([N+](=O)[O-])s2)o1	-1%[57.1 µM]	-8	2%[57.1 µM]	-22%	0%	-28%	17%	-5%	-9%
CC(=O)c1ccc(NC(=O)c2cnc(N3CCCC3)nc2C)cc1	-2%[57.1 µM]	-2	3%[57.1 µM]	43%[activator]	.	.	-2%	1%	-22%
Cc1cc(C)n2c(SCCO)nnc2n1	8%	-16	14%	43%[activator]	-3%	-3%	-4%	1%	-10%
CCN(C(=O)Cc1cccs1)c1nnc(-c2cc(OC)c(OC)c(OC)c2)s1	29%	-8	20%	21%	10%	-7%	-4%	8%	-22%
CCCCC(=O)N/N=C(\C)CC(=O)Nc1ccccc1Br	-3%	1	-20%	9%	4%	i	4%	-6%	-19%
Cc1ccc(S(=O)(=O)N2CCC(C(=O)OCC(=O)N(CCC#N)c3ccc(F)cc3)CC2)cc1C	-9%	1	3%	18%	-1%	i	-7%	-1%	-5%
CC(C)CN(C(=O)Cn1nnc(-c2ccc(F)cc2)n1)C1CCS(=O)(=O)C1 (centres undefined)	15%[57.1 µM]	1	8%	25%	3%	i	-5%	-14%	-20%
CCOc1ccc(N(C(=O)OC(C)(C)C)C(=O)c2ccc(O[Si](C)(C)C(C)(C)C)cc2)c(I)c1	-9%	.	-6%	-5%	.	.	-2%	.	.
COc1ccc(-c2noc(-c3ccc(C)cc3)n2)cc1	-5%	-3	4%	62%[activator]	7%	-4%	1%	-5%	-14%
Cc1cc(C)cc(OCC(=O)N/N=C\c2cn(C)nc2C)c1	-12%	-3	-2%	24%	3%	-10%	-1%	0%	-6%
COc1ccccc1OCCn1c(NC(=O)c2ccccc2Cl)nc2ccccc21	6%	-4	25%	36%	-4%	8%	10%	1%	-8%
CCN(Cc1nc2cc(Cl)ccc2c(=O)[nH]1)C(=O)c1cc(C2CC2)nn1-c1ccccc1	-9%	6	-1%	-2%	-3%	-10%	15%	-4%	-10%
CCOC(=O)CSc1nnc(-c2cccnc2)o1	9%[57.1 µM]	19	14%[57.1 µM]	19%	-6%	4%	0%	0%	-10%
C/C(=N\NC(=O)c1cccc(N/N=C(\C)c2ccc([N+](=O)[O-])cc2)c1)c1ccc([N+](=O)[O-])cc1	-5%	1	14%	63%[activator]	3%	1%	3%	-6%	-19%
CCCCNc1cc(N2CCN(C3CCCCC3)CC2)c2noc3c2c1C(=O)c1ccccc1-3	-7%	0	6%	-22%	-1%	0%	30%[activator]	-12%	?
Cc1cccc(NC(=O)c2cc(C)nc3ccccc23)c1	0%	-6	21%	32%	3%	-6%	2%	12%	-4%
Cc1cc2nn(-c3cccc4ccccc34)nc2cc1N	5%	-6	15%[57.1 µM]	20%	7%	i	7%	-3%	-17%
Cc1csc(=O)n1CCC(=O)NCc1ccc(F)cc1	-1%	-2	7%	34%	10%	i	-4%	-4%	-20%
O=C(Nc1ccc(Cl)cc1)N1CCN(C(=O)C2CCCO2)CC1 (centres undefined)	4%	-3	12%	38%	2%	-4%	-1%	-1%	-21%
O=C(Nc1nnc(SCC(=O)N2CCOCC2)s1)c1ccccc1Cl	-1%	2	5%	25%	4%	.	-15%	-1%	3%

4 entries already listed, arranged by molar mass, high to low.
SMILES	TrxR1 substrate	PI4K2A inh	TrxR1 inh	HP1b binding inh	mIDH1 inhibitor	PGK inhibitor	Pin1 inh	GLS inh	USP1-UAF1 inh
O=C(c1ccc(OC2CCN(C/C=C/c3ccc(F)cc3)CC2)cc1)N1CCCC1	3%	-3	24%	12%	-6%	-9%	0%	-1%	-13%
CC(=O)c1ccc(NC(=O)c2cnc(N3CCCC3)nc2C)cc1	-2%[57.1 µM]	-2	3%[57.1 µM]	43%[activator]	.	.	-2%	1%	-22%
Cc1cc2nn(-c3cccc4ccccc34)nc2cc1N	5%	-6	15%[57.1 µM]	20%	7%	i	7%	-3%	-17%
O=C(Nc1ccon1)c1csc2c1CCCC2	1%	-1	-10%	32%[activator]	11%	i	0%	-1%	-7%

Next part
SMILES	TrxR1 substrate	PI4K2A inh	TrxR1 inh	HP1b binding inh	mIDH1 inhibitor	PGK inhibitor	Pin1 inh	GLS inh	USP1-UAF1 inh
COc1cccc(C(=O)NNC(=O)C(=O)Nc2cccc(Cl)c2C)c1	5%	-4	40%[activator]	50%[activator]	2%	-3%	2%	8%	-13%
O=C(CCC(=O)c1cccs1)NCc1cccnc1	6%[57.1 µM]	-1	25%[57.1 µM]	31%	1%	4%	0%	-21%	-15%
Cc1nnc(SCCCOc2ccccc2)nc1C	3%[57.1 µM]	-1	2%[57.1 µM]	29%	0%	-2%	4%	-4%	-10%
CC(=O)c1cccc(NC(=S)N2CCCC2)c1	-1%	0	7%	34%	-7%	3%	-3%	-11%	-15%
CCOC(=O)c1ccc(NS(=O)(=O)c2cc(-c3nnnn3CC)ccc2OC)cc1	3%	3	4%	25%	0%	6%	2%	3%	-11%
COc1ccccc1CNC(=O)c1sc2nc3n(c(=O)c2c1C)CCC3	-1%	-17	10%	40%[activator]	2%	-1%	-1%	-2%	16%
COc1ccc(OCC(=O)N2CCN(C(=O)c3ccc([N+](=O)[O-])cc3)CC2)cc1	7%[57.1 µM]	-13	7%[57.1 µM]	32%[activator]	2%	2%	2%	2%	-10%
CCn1nc(C(=O)OCC(=O)N2c3ccccc3CC2C)c2ccccc2c1=O (centres undefined)	-9%	7	-3%	13%	0%	i	1%	3%	-1%
CCc1c(C(=O)NNC(=S)NCC(C)C)csc1C	7%	0	3%	27%	14%	-3%	-3%	5%	4%
O=C1OC(c2ccccc2)(c2ccccc2)c2ccccc21	-4%[2.29 µM]	5	-7%[2.29 µM]	40%[activator][57 µM]	-1%	5%	7%	4%	-26%
C/C(=N\NC(=O)COc1ccc(C(C)(C)C)cc1)c1ccc(OC(F)F)cc1	3%[57.1 µM]	0	0%[57.1 µM]	33%	2%	-1%	8%	-15%	-25%
Cn1c(SC2CCCCC2=O)nnc1-c1ccccc1F (centres undefined)	6%	4	13%[57.1 µM]	39%[activator]	0%	0%	-1%	5%	-10%
O=C1NC(=S)NC1=Cc1ccc(O)cc1	-14%	8	-27%	34%	-1%	-5%	38%[activator]	-6%	-12%
CC(C)CCn1c(=O)c2cccnc2n(CC(=O)Nc2ccccc2F)c1=O	1%	-4	2%	18%	-15%	-1%	5%	-9%	-11%
CCOC(=O)c1ccccc1NC(=O)CSc1nc2ccccc2c(=O)[nH]1	3%[57.1 µM]	7	18%[57.1 µM]	11%	2%	3%	7%	1%	-13%
COc1ccc(NC(=O)CSc2nnc(-c3ccc(C)cc3)n2N)cc1	5%	0	20%	30%	1%	10%	11%	-7%	-14%
CC(=O)c1ccccc1NS(C)(=O)=O	7%	6	13%	43%[activator]	8%	0%	2%	-1%	-6%
O=C1CCCCN1CC(=O)N1CCCC(Nc2ccc(F)cc2)C1 (centres undefined)	7%	-3	11%	28%	2%	i	-15%	22%	-30%
CCN(CC)S(=O)(=O)c1ccc(-c2nnc(SCC(=O)Nc3ccc(OC)c(OC)c3)o2)cc1	6%	0	18%	41%[activator]	-8%	-6%	4%	.	-18%
CCOC(=O)c1oc2ccc(Br)cc2c1COC(=O)C1=COCCO1	2%	-1	14%	12%	3%	-3%	0%	1%	-22%
COc1ccc(NC(=O)c2ccc(CN3CCc4ccccc4C3)cc2)c(OC)c1	2%	-1	8%	33%	3%	i	-5%	2%	-17%
Cn1c(=O)[nH]c2ccc([N+](=O)[O-])nc21	-9%	2	-7%[57.1 µM]	37%	2%	-2%	-5%	-6%	-14%
COC(=O)C1=C(C)N(Cc2ccccc2)C(=NCCCCO)N[C@H]1CCc1ccccc1	0%[57.1 µM]	-4	-11%[57.1 µM]	20%	-7%	-7%	-4%	-3%	-12%
CCCCc1cc2c(cc1NC(=O)CN1CCCCC1)OCCO2	-2%[57.1 µM]	-4	-14%[57.1 µM]	20%	0%	-3%	5%	98%[activator]	2%
O=C(COC(=O)c1ccccn1)NNC(=O)c1ccc([N+](=O)[O-])cc1	-3%[57.1 µM]	4	-1%[57.1 µM]	20%	0%	1%	-5%	20%	-7%
COC(=O)c1cc(=O)n2c(-c3ccc(OC)cc3)csc2n1	-5%	-9	-2%	22%	13%	-3%	-8%	-6%	-25%
CN(C)CCOc1ccc2c(c1)Sc1ccccc1CC2=O	-21%	5	-15%	23%	3%	14%	-4%	24%	-4%
